Compound activity deposited in PubChem by Broad Institute.
miR-122 sensor: blocks miR-122 activity in Huh7 sensor cells; Huh7 miR-122 Renilla luciferase sensor, 48 h; neutral wells = 0, positive control = 100; activation (reporter increase), % at 12.5 µM; 340,000 tested, 0.3% active; AID 602342;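 active = mean replicate activation score at least 90 and every replicate individually at or above 90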;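 note: higher luciferase means less miR-122 activity so hits act as miR-122 inhibitors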
PGC1a acetyl inh: lowers PGC1a acetylation signal in U2OS cells; AlphaScreen anti-acetyl-lysine; with virally co-expressed GCN5 acetyltransferase; inhibition, % at 15.6 µM; 350,000 tested, 0.17% active; AID 651687;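 active = every replicate shows inhibition of at least 40%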;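 note: 0% = neutral control wells and 100% = positive control wells; some results beyond the cut were filed as inactive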
FN deposit inh: fibronectin deposition inhibition; AH1F fibroblasts, Alexa488-fibronectin deposition fluorescence, overnight; inhibition, % at 12.6 µM; AID 743247; 350,000 tested, 0.086% active;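 active = mean inhibition across replicates of 30% or more, regardless of how many single replicates reach that level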;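 note: positive control wells lacked labelled fibronectin entirely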
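Material: AH1F fibroblasts assembling fluorescent fibronectin matrix; amount: 10000 AH1F cells/well; medium: DMEM, 2% serum; reagent: Alexa488-fibronectin, 24 nM final in well; dosing: single compound dose, delivered by pin transfer; incubation: 1 h adhesion, overnight exposure; detection: fluorescence after three HBSS washes, excitation 485 nm, emission 525 nm; measure: fibronectin deposition inhibition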
PglD DTNB: blocks C. jejuni PglD acetyltransferase activity; inhibition, % at 12.5 µM; AID 602405; purified PglD enzyme, DTNB colorimetric CoA detection; 360,000 tested, 0.098% active; in the data active = inhibition above about 16%, passing the limit was not always enough; note: strong numbers were not always called active
GSIS activator: primary screen for activators of insulin secretion dependent on glucose, INS-1E cells, GLuc reporter luminescence; INS-1E GLuc reporter insulin secretion, 2-3 h; activation, % at 16.6 µM; 370,000 tested, 0.61% active; AID 743287;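 active = lowest replicate activation of at least 40%, so every replicate reaches that level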;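 note: 0% = median of neutral control wells and 100% = median of IBMX positive control wells; some compounds called inactive have numbers as strong as hits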
F508del corr: CFTR F508del correction in bronchial cells; CFBE cells, YFP halide quenching; stimulated with forskolin plus potentiator P3; % fluorescence drop versus neutral controls; activity (quench increase), % at 7.58 µM; 350,000 tested, 0.36% active; AID 720511;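 active = mean added fluorescence quench of at least 8% versus neutral control, with both replicates also reaching 8%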;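 note: cells transiently co-express mutant CFTR-F508del with the halide-sensitive YFP; corrector assay measuring rescue of mutant channel to the surface after 24 h compound exposure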
C2C12 statin: protects C2C12 myotubes from simvastatin toxicity; ATP luminescence, 48 h; scaled: DMSO 0, geranylgeraniol control 100; rescue of ATP level, % at 7.49 µM; AID 602340; 330,000 tested, 0.78% active;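 active = mean ATP rescue above about 67%, or every replicate alone reaching that limit, limit read from the data, passing the limit was not always enough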;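 note: myotubes were challenged with 10 µM simvastatin during compound exposure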
Cneo AK release: causes C. neoformans cell lysis. lysis activity, % at 15 µM. adenylate kinase release luminescence, 4 h; normalised: neutral wells 0, clomiphene wells 100. 360,000 tested, 0.2% active;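 active = mean lysis activity across replicates of at least 80%, whatever share of replicates individually reach that level; inactive = mean lysis activity below 80%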
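Assay system: log-phase C. neoformans yeast / Quantity: yeast cell density of 5 × 10^6 cells/mL / Medium: fresh YPD growth medium / Compound: single dose / Timing: static 4 h at 37 °C with compound, 1 h detection / Measured by: adenylate kinase release luminescence / Read-out: lysis from increased AK signal / Benchmarks: Clomiphene as positive lysis control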
An asterisk follows results filed as active; · = no result given; [ ] = another dose, or the depositor's remark. Rows were taken by chance (roughly 2.1% active in at least one column).

SMILES	miR-122 sensor	PGC1a acetyl inh	FN deposit inh	PglD DTNB	GSIS activator	F508del corr	C2C12 statin	Cneo AK release
Cc1ncc(S(=O)(=O)c2ccc(Cl)cc2)c(N)n1	9.6	12.0	-8.1	5.6	·	-2.4	-5.0	5.6
O=C(CSc1ncnc2c1oc1ccccc12)NCc1ccco1	-15.8	-13.4	·	4.0	·	·	0.8	-2.6
Oc1ccc(Cl)cc1C=NCCc1ccccc1	-6.9	11.2	1.6	-0.2	-0.6	·	17.6	-0.1
CC(=O)N1c2c(cc(Br)cc2S(=O)(=O)NCc2ccc3c(c2)OCO3)CC1C (stereo unspecified)	44.6	9.3	1.1	0.8	·	·	-21.3	-6.2
Cc1csc2c(SCC(=O)NNC(=O)C(Cl)Cl)ncnc12	-1.2	11.5	-1.9	-2.9	16.9	-1.1	·	4.4
CCOc1cc(/C=N/NC(=O)c2cc(C)n(-c3ccc(F)cc3)c2C)ccc1O	15.9	15.6	-0.3	2.8	5.8	-1.4	-22.6	2.4
CC1CCN(Cc2c(C(=O)N/N=C/c3ccccc3O)nnn2-c2nonc2N)CC1	5.0	7.8	6.8	4.0	-11.6	5.1	35.6	3.5
Cc1cc(NC(=O)c2cccc(S(=O)(=O)N3CCCC3)c2)no1	8.8	0.9	1.2	-3.8	7.2	·	0.1	1.4
CC(C)CC#Cc1ccc2c(c1)O[C@@H](CN(C)C(=O)NC(C)C)[C@@H](C)CN([C@H](C)CO)S2(=O)=O	2.2[16.7 µM]	3.6	·	5.0	-31.7	3.4	5.4	49.6
CNC(=S)NNC(=O)c1cccn(Cc2ccccc2)c1=O	-1.4	-4.4	·	4.3	2.8	1.9	4.0	-2.0
CC1=Nc2cc(C(=O)NCCCOC(C)C)ccc2Sc2ccccc21	67.3	3.5	-3.7	-4.9	-6.9	5.3	·	6.9
O=C(O)CCc1ccc(-c2ccc(Cl)cc2)n1CCC(=O)O	4.4	1.5	·	4.1	-2.6	-0.6	-0.8	1.4
C[C@@H](NC(=O)[C@@H]1[C@@H](CO)[C@@H]2Cn3c(ccc(-c4ccncc4)c3=O)[C@H]1N2C)c1ccccc1	4.3[16.7 µM]	2.8	·	0.7	-0.6	-1.0	12.1	-1.1
C[C@@H]1CN([C@H](C)CO)C(=O)Cc2cc(NC(=O)C3CC3)ccc2O[C@H]1CN(C)Cc1ccc2c(c1)OCO2	-0.4[16.7 µM]	-0.6	·	2.6	7.1	0.2	-0.4	-3.2
CC1(C)c2[nH]c3ccccc3c2C[C@@H]2C(=O)N(Cc3ccc(F)cc3)C(=O)N21	-3.2	-2.4	9.3	4.8	-15.0	4.4	·	0.6
C[C@@H]1CCCCO[C@@H](CN(C)Cc2ccc(C(=O)O)cc2)[C@H](C)CN([C@@H](C)CO)C(=O)c2cc(NS(C)(=O)=O)ccc2O1	0.6[16.7 µM]	6.7	·	0.9	17.4	-4.1	·	-2.2
O=C(CCl)c1cc2c3c(c1)CC(=O)N3CCC2	-4.2	·	-7.4	2.6	4.3	3.9	54.5	0.3
CC(C)Cn1c(N)c(C(=O)COC(=O)CC23CC4CC(CC(C4)C2)C3)c(=O)n(C)c1=O	-8.4	-4.1	·	2.2	·	·	-14.7	1.1
O=C(C[C@@H]1CC[C@@H](NC(=O)Nc2cc(F)ccc2F)[C@@H](CO)O1)Nc1ccc(-c2ccccc2)cc1	·	3.9	6.0	3.2	4.1	-1.0	-6.4	-5.0
CCCS(=O)(=O)NC(=O)C1(C)CCCN(C(=O)c2ccc(C(F)(F)F)nc2C)C1 (stereo unspecified)	·	6.2	·	3.2	·	5.9	2.2	1.1
CC(NCCC1(C(C)C)CCOC(C)(C)C1)c1cccs1 (stereo unspecified)	·	-6.7	-0.6	-3.2	-3.6	-3.6	-3.5	1.6
Cc1ccc(S(=O)(=O)NC(=O)Nc2nnc(C3CC3)s2)cc1	-15.8	·	-2.4	2.7	·	·	·	1.2
CC1=C(C(=O)Nc2ccccc2)C(c2ccc(Cl)cc2)n2c(s/c(=C/c3cccc(OCC(=O)O)c3)c2=O)=N1 (stereo unspecified)	-3.6	11.7	-8.6	·	-37.7	1.0	·	·
COc1ccc(OC)c(C(=O)COC(=O)c2ccc([N+](=O)[O-])o2)c1	·	·	1.1	-3.3	3.0	3.8	4.4	-1.9
COCCNC(=O)C[C@H]1CC[C@H]2[C@H](COc3ccc(NS(=O)(=O)c4ccc(Cl)cc4)cc3C(=O)N2C)O1	12.5[16.7 µM]	-6.5	-3.4	0.0	7.8	2.0	21.1	0.9

Two compounds from above, limited to miR-122 sensor.
SMILES,miR-122 sensor
Cc1csc2c(SCC(=O)NNC(=O)C(Cl)Cl)ncnc12,-1.2
O=C(O)CCc1ccc(-c2ccc(Cl)cc2)n1CCC(=O)O,4.4

Other compounds.
SMILES	miR-122 sensor	PGC1a acetyl inh	FN deposit inh	PglD DTNB	GSIS activator	F508del corr	C2C12 statin	Cneo AK release
CCc1sc(-c2c(C#N)c(N)nc3c2CCCCCC3)cc1[N+](=O)[O-]	0.4	-5.2	-1.9	-3.0	·	·	-10.0	3.1
CCC(NC(=O)c1ccc([N+](=O)[O-])cc1[N+](=O)[O-])c1ccccc1 (stereo unspecified)	-2.9	13.2	·	1.8	·	·	20.5	0.6
Oc1ccc2ccccc2c1N=Nc1ccc(F)cc1	-1.8	12.0	2.8	-0.8	18.8	-1.1	16.4	-0.1
COc1ccc(S(=O)(=O)Nc2cccc3c2O[C@@H](CN(C)S(C)(=O)=O)[C@@H](C)CN([C@H](C)CO)C3=O)cc1	15.6[16.7 µM]	-0.4	·	0.7	10.7	1.0	·	59.7
Cc1ccc(S(=O)(=O)Cn2nnnc2C(C(C)C)N2CCSCC2)cc1 (stereo unspecified)	·	11.1	·	4.0	-2.0	-0.2	-8.3	7.5
CC1CCCC(NC(=O)c2ccc(COc3ccccc3)o2)C1C (stereo unspecified)	-1.2	-2.0	-3.1	-3.4	-43.0	-0.3	·	0.7
COc1ccc2c3c([nH]c2c1)[C@H](CO)N(C(=O)Cc1ccccc1)CC31CCN(C)CC1	·	-6.7	-11.7	·	4.5	-2.8	·	·
CCOC(=O)c1cc(-c2ccco2)nn1-c1ccc(C)cc1	·	3.2	-2.0	·	16.8	-1.7	·	·
CN(Cc1ccccc1)S(=O)(=O)c1ccc(Cl)c(C(=O)OCC(=O)NC2CCS(=O)(=O)C2)c1 (stereo unspecified)	-3.6	-2.6	2.9	0.1	2.0	0.4	-23.8	-3.0
COCCN(CCOC)S(=O)(=O)c1ccc(Cl)nc1	-3.5	-3.9	-19.5	-6.6	23.8	0.0	16.0	-0.3
Nc1c(Br)cc2oc(-c3ccccc3)nc2c1Br	11.2	-12.4	·	-1.9	58.2	·	11.3	0.6
N#CCCN(C(=O)COC(=O)CCN=C1NS(=O)(=O)c2ccccc21)c1ccc(F)cc1	-5.6	0.3	-3.5	1.2	6.2	0.7	8.8	0.8
O=C(NCCN1C(=O)S/C(=C\c2ccc(Cl)c([N+](=O)[O-])c2)C1=O)C1=COCCO1	44.4	4.2	8.0	0.8	0.7	-2.9	28.6	0.2
COc1cc(/C=N/NC(=O)C2COc3ccccc3O2)ccc1O (stereo unspecified)	-10.1	1.9	2.2	·	9.6	-1.5	-0.2	·
Cc1ccc(Cn2ccc(NC(=O)c3cc(-c4ccco4)on3)n2)cc1	5.3	-2.5	·	1.2	-7.4	·	13.6	-0.1
OC(c1ccc(F)cc1)c1ncc(-c2ccccc2F)[nH]1 (stereo unspecified)	145.7*	·	-2.0	1.8	-8.7	-0.7	-1.6	-1.6
Cc1ccc(C(=O)CCC(=O)OCc2nnc(-c3ccccc3)o2)cc1	·	·	1.5	3.2	11.5	0.0	-2.2	-2.2
O=C(O)CC(NS(=O)(=O)c1ccc(Br)cc1)c1ccco1 (stereo unspecified)	-1.2	-10.9	-2.2	0.1	-1.2	·	13.6	-0.8
COCCn1cnnc1SCC(=O)Nc1ccc(Br)cc1F	2.5	2.6	-5.8	-6.2	-3.9	1.3	-3.3	-7.6
CC1(C)CC(=O)N(CC(=O)O)c2ccccc2S1	-5.8	3.4	·	-2.7	1.5	·	-11.6	2.6
COc1ccc(/C=C2\CCOC2=O)cc1	-3.6	1.2	4.1	-1.8	·	·	·	1.1
COc1cc(N2C(=O)CSC2=S)cc(OC)c1OC	·	·	0.8	-1.1	10.2	1.1	5.5	0.5
CN(CCO)C(=O)CCC(=O)Nc1ccc(S(N)(=O)=O)cc1	5.5	·	·	-2.2	17.3	2.8	-10.2	0.1
CC(C)NC(=O)N(C)C[C@H]1OCCCC[C@H](C)Oc2ccc(NC(=O)Nc3ccc(F)cc3)cc2C(=O)N([C@H](C)CO)C[C@@H]1C	2.8[16.7 µM]	-8.8	·	2.1	-17.0	-1.5	·	-2.1
O=C(Nc1ccc(N2CCCCCC2)cc1)c1cccc(S(=O)(=O)N2CCOCC2)c1	·	3.3	-0.5	·	10.4	-2.3	-36.8	·
CN1CCc2c(sc3c2C(=O)NC(c2ccccc2)N3)C1 (stereo unspecified)	6.9	·	5.4	4.8	3.0	·	·	1.4
CC(C)(C)NC(=O)NC(=O)COC(=O)COc1ccc2c(c1)CCC2	-0.3	-2.6	-4.4	-0.4	·	·	2.3	1.0
COc1ccc(COc2ccc(S(=O)(=O)N3CCCC3)cc2C(N)=O)cc1F	·	·	4.2	-2.6	5.3	2.2	4.7	1.2
NC(=O)C1(N2CCCCC2)CCN(C(=O)c2ccc(C#CC3(O)CCCCC3)cc2)CC1	8.3	-18.6	·	-4.2	·	·	-13.8	-2.2
CCN(CC)CCCNc1nc2cc(OC)c(OC)cc2c2nc(-c3ccccc3)nn12	14.3	1.8	-18.0	3.7	-12.0	·	32.2	2.8

An excerpt from above in order of the PglD DTNB value, falling.
SMILES | miR-122 sensor | PGC1a acetyl inh | PglD DTNB | GSIS activator | F508del corr
CNC(=S)NNC(=O)c1cccn(Cc2ccccc2)c1=O | -1.4 | -4.4 | 4.3 | 2.8 | 1.9
CC1CCN(Cc2c(C(=O)N/N=C/c3ccccc3O)nnn2-c2nonc2N)CC1 | 5.0 | 7.8 | 4.0 | -11.6 | 5.1
Cc1ccc(C(=O)CCC(=O)OCc2nnc(-c3ccccc3)o2)cc1 | · | · | 3.2 | 11.5 | 0.0

Four successive records from above, quoted:
SMILES	miR-122 sensor	PGC1a acetyl inh	FN deposit inh	PglD DTNB	GSIS activator	F508del corr	C2C12 statin	Cneo AK release
CC(C)(C)NC(=O)NC(=O)COC(=O)COc1ccc2c(c1)CCC2	-0.3	-2.6	-4.4	-0.4	·	·	2.3	1.0
COc1ccc(COc2ccc(S(=O)(=O)N3CCCC3)cc2C(N)=O)cc1F	·	·	4.2	-2.6	5.3	2.2	4.7	1.2
NC(=O)C1(N2CCCCC2)CCN(C(=O)c2ccc(C#CC3(O)CCCCC3)cc2)CC1	8.3	-18.6	·	-4.2	·	·	-13.8	-2.2
CCN(CC)CCCNc1nc2cc(OC)c(OC)cc2c2nc(-c3ccccc3)nn12	14.3	1.8	-18.0	3.7	-12.0	·	32.2	2.8
